BioA inh: M. tuberculosis BioA enzyme inhibitors, primary screen, biochemical, plate reader, single point, HTS. 7,8-diaminopelargonic acid synthase BioA (Mycobacterium tuberculosis). purified M. tuberculosis BioA enzyme. inhibition, % at 9.99 µM. hit rate 0.096% among 360,000; in the data active = inhibition above about 40%
* marks the source's active call; other numbers are inactive results. This is a subset; rates above refer to the full screens.

SMILES	BioA inh
C[C@H]1CN([C@@H](C)CO)C(=O)c2cccc(NC(=O)Nc3ccccc3)c2O[C@H]1CN(C)C	-3.0
Cc1noc(C)c1NC(=O)N(C)C[C@H]1Oc2ncc(C#CCN(C)C)cc2C(=O)N([C@H](C)CO)C[C@@H]1C	-2.0
COC(=O)C[C@H]1CC[C@@H]2[C@H](COc3ccc(NC(=O)c4ccccc4F)cc3C(=O)N2C)O1	1.2
C[C@H](CO)N1C[C@H](C)[C@H](CN(C)C(=O)[C@H]2CCCN2C)OCc2ccccc2-c2c(n(C)c3ccccc23)C1=O	0.4
COCC(=O)Nc1ccc2c(c1)OC[C@@H](C)N(C(=O)Cc1cccnc1)C[C@H](C)[C@H](OC)CN(C)C2=O	1.6
COC(=O)C[C@H]1CC[C@H]2[C@@H](COc3ccc(NC(=O)C4CCOCC4)cc3C(=O)N2C)O1	1.3
O=C([C@H]1[C@H](CO)[C@H]2Cn3c(ccc(-c4ccccc4F)c3=O)[C@@H]1N2C(=O)C1CC1)N1CCOCC1	-1.4
CCN1[C@@H]2c3ccc(-c4ccncc4)c(=O)n3C[C@@H]2[C@@H](CO)[C@@H]1C(=O)Nc1ccccc1	1.2
CCCNC(=O)C[C@H]1CC[C@@H]2[C@H](COc3ccc(NC(=O)Nc4ccccc4F)cc3C(=O)N2C)O1	2.2
Cc1ccc(S(=O)(=O)Nc2cccc3c2O[C@H](CN(C)Cc2ccc(Oc4ccccc4)cc2)[C@@H](C)CN([C@@H](C)CO)C3=O)cc1	-2.3
CO[C@H]1CN(C)C(=O)c2cc(NC(C)=O)ccc2OC[C@H](C)N(C(=O)C2CCC2)C[C@H]1C	-1.4
OC[C@@H]1[C@@H](c2ccc(C#CC3CCCC3)cc2)[C@H]2CN(CCC(F)(F)F)CCCCN12	8.8
CO[C@H]1CN(C)C(=O)c2cc(NC(=O)c3ccccc3F)ccc2OC[C@H](C)N(C)C[C@H]1C	-1.2
COC(=O)[C@@H]1[C@@H](CO)[C@@H]2Cn3c(ccc(C4=CCCC4)c3=O)[C@H]1N2S(=O)(=O)c1cn(C)cn1	-1.6
C/C=C/c1ccc([C@@H]2[C@@H](CO)N(C(C)=O)[C@H]2CN(C)C(=O)CN(C)C)cc1	-0.3
CNC[C@@H]1OCCCC[C@H](C)Oc2ccc(NS(C)(=O)=O)cc2C(=O)N([C@@H](C)CO)C[C@H]1C	-1.2
C[C@@H]1CN([C@H](C)CO)C(=O)Cc2cc(NC(=O)CCN3CCOCC3)ccc2O[C@@H]1CN(C)Cc1ccc(C(F)(F)F)cc1	-1.1
CNC[C@H]1Oc2ncc(-c3ccc(C)cc3)cc2C(=O)N([C@H](C)CO)C[C@H]1C	-3.9
COc1ccc(NC(=O)Nc2ccc3c(c2)CC(=O)N([C@@H](C)CO)C[C@H](C)[C@H](CN(C)C(=O)Nc2cccc4ccccc24)O3)cc1	2.2
CN1C(=O)c2cc(NS(C)(=O)=O)ccc2OC[C@H]2O[C@@H](CC(=O)NC3CCCCC3)CC[C@H]21	-0.1
CCNC(=O)C[C@H]1C=C[C@@H](NC(=O)C2CCC2)[C@H](CO)O1	0.0
C[C@@H]1CN([C@H](C)CO)C(=O)c2cc(C#CC3CC3)cnc2O[C@@H]1CN(C)C(=O)c1ccccc1	0.3
O=C(C1CC1)N1CC[C@H]2[C@H](CO)Nc3ccc(-c4ccc(F)cc4)cc3[C@H]21	3.7
C[C@@H]1CCCCO[C@@H](CN(C)C(=O)CCCN(C)C)[C@@H](C)CN([C@H](C)CO)C(=O)c2cc(NC(=O)Nc3cccc4ccccc34)ccc2O1	-0.3
O=C(C[C@H]1CC[C@@H]2NC[C@H](O)COC[C@H]2O1)NC1Cc2ccccc2C1	1.1
SMILES	BioA inh
O=C(C[C@@H]1CC[C@H]2[C@@H](COC[C@@H](O)CN2C(=O)Nc2ccc(Cl)cc2)O1)NC1Cc2ccccc2C1	-0.3
CNC[C@@H]1OCCCC[C@H](C)Oc2ccc(NC(=O)c3ccccc3)cc2C(=O)N([C@@H](C)CO)C[C@@H]1C	0.5
C[C@@H]1CCCCO[C@H](CN(C)S(C)(=O)=O)[C@@H](C)CN([C@@H](C)CO)C(=O)c2cc(NS(=O)(=O)c3ccc(F)cc3)ccc2O1	1.5
CO[C@@H]1CN(C)C(=O)c2cc(NC(C)=O)ccc2OC[C@@H](C)N(Cc2cc(F)ccc2F)C[C@@H]1C	2.0
C[C@@H]1CN([C@H](C)CO)C(=O)c2cc(NC(=O)Cc3ccccc3)ccc2O[C@@H](C)CCCCO[C@@H]1CN(C)C(=O)Cc1ccccc1	-2.1
C[C@H]1CN([C@@H](C)CO)C(=O)c2cccc(NC(=O)c3ccc(-c4nccs4)cc3)c2O[C@@H]1CN(C)S(=O)(=O)c1ccc(Cl)cc1	-0.4
C[C@H]1CN([C@@H](C)CO)C(=O)c2cc(-c3cccnc3)cnc2O[C@@H]1CN(C)S(C)(=O)=O	-0.4
O=C(C[C@H]1C[C@@H]2c3cc(NC(=O)Nc4ccccc4F)ccc3O[C@@H]2[C@@H](CO)O1)NCCc1ccccc1	-2.8
C[C@@H]1CN([C@H](C)CO)C(=O)Cc2cc(NS(C)(=O)=O)ccc2O[C@H]1CN(C)Cc1ccccc1	-1.8
C[C@@H]1CN([C@H](C)CO)C(=O)c2cc(NC(=O)C3CCCCC3)ccc2O[C@@H](C)CCCCO[C@@H]1CN(C)C(=O)Nc1ccccc1	-0.6
C[C@@H]1CN([C@@H](C)CO)C(=O)c2cc(-c3cccc(F)c3)cnc2O[C@H]1CN(C)C(=O)C1CCC1	4.2
C[C@@H](NC(=O)C[C@@H]1CC[C@H](NC(=O)Cc2ccccn2)[C@@H](CO)O1)c1ccccc1	-3.1
CCCC#Cc1cnc2c(c1)C(=O)N([C@@H](C)CO)C[C@H](C)[C@@H](CN(C)C(=O)c1ccc3c(c1)OCO3)O2	1.4
C[C@@H]1CN([C@H](C)CO)C(=O)c2cccc(NS(=O)(=O)c3cn(C)cn3)c2O[C@@H]1CN(C)Cc1ccc(C(F)(F)F)cc1	0.1
O=C(Nc1cc(F)ccc1F)N[C@@H]1CC[C@H](CCn2cc(C3CC3)nn2)O[C@H]1CO	1.9
COc1ccc(NC(=O)Nc2ccc3c(c2)C(=O)N([C@H](C)CO)C[C@@H](C)[C@H](CN(C)S(=O)(=O)c2ccc(C)cc2)O3)cc1	-0.8
Cc1noc(C)c1NC(=O)N(C)C[C@H]1Oc2ccc(NS(=O)(=O)c3c(C)noc3C)cc2CC(=O)N([C@H](C)CO)C[C@H]1C	-0.2
C[C@@H]1CN([C@@H](C)CO)C(=O)c2cc(NC(=O)Cn3cnnn3)ccc2O[C@H]1CN(C)CC1CCCCC1	1.7
CCCNC(=O)N1[C@H](CO)[C@@H]2c3ccccc3N(C(=O)c3ccccc3)C[C@@H]21	-3.6
O=C(C[C@@H]1CC[C@@H](NC(=O)Nc2ccccc2F)[C@H](CO)O1)NCc1ccc(Cl)cc1	-5.8
C[C@@H]1CN([C@H](C)CO)S(=O)(=O)c2ccc(C#CCC3CCCC3)cc2O[C@H]1CN(C)C(=O)CC1CC1	-1.4
COCCOC(=O)N1C(=O)[C@@]2(c3cc(C#CCCO)ccc31)[C@H](c1ccccc1OCCO)N1[C@H](c3ccccc3)[C@H](c3ccccc3)OC(=O)[C@H]1[C@@H]2C(=O)N1CCN(c2ncccn2)CC1	-0.4
CNC[C@H]1Oc2ncc(C#CC3(O)CCCC3)cc2C(=O)N([C@H](C)CO)C[C@@H]1C	-2.7
COc1ccc(NC(=O)N(C)C[C@H]2Oc3cc(-c4ccc(C)cc4)ccc3S(=O)(=O)N([C@H](C)CO)C[C@H]2C)cc1	0.1
C[C@H](O)C#Cc1ccc2c(c1)O[C@@H](CN(C)C(=O)c1ccccc1)[C@@H](C)CN([C@H](C)CO)S2(=O)=O	1.0
SMILES	BioA inh
C[C@@H]1CN([C@@H](C)CO)C(=O)c2cc(C3=CCCCC3)cnc2O[C@H]1CN(C)Cc1cccnc1	7.7
C[C@@H]1CCCCO[C@@H](CN(C)Cc2ccncc2)[C@H](C)CN([C@@H](C)CO)C(=O)c2cc(NC(=O)C3CCCCC3)ccc2O1	-1.2
CN(C)CC(=O)N[C@H]1C=C[C@H](CC(=O)NCc2ccccc2F)O[C@H]1CO	2.0
O=C(Cc1ccccn1)N1CCCCN2[C@H](CO)[C@@H](c3ccc(-c4ccccc4F)cc3)[C@@H]2C1	-2.9
CCCN(C)C[C@H]1Oc2cc(C#Cc3ccccc3F)ccc2S(=O)(=O)N([C@@H](C)CO)C[C@H]1C	-1.8
CC(C)CC#Cc1ccc2c(c1)O[C@H](CN(C)C(=O)c1cccc(F)c1)[C@H](C)CN([C@@H](C)CO)S2(=O)=O	-1.2
C[C@@H]1CN([C@@H](C)CO)C(=O)c2cc(C3=CCCC3)cnc2O[C@@H]1CN(C)Cc1ccccn1	-3.8
C[C@@H]1CN([C@@H](C)CO)C(=O)Cc2cc(NC(=O)Nc3ccc(F)cc3)ccc2O[C@@H]1CN(C)Cc1ccncc1	-0.5
COCC#Cc1ccc2c(c1)O[C@H](CN(C)C(=O)C1CCCCC1)[C@H](C)CN([C@H](C)CO)S2(=O)=O	-0.7
C[C@H]1CN([C@@H](C)CO)C(=O)c2cc(NC(=O)NC3CCCCC3)ccc2O[C@@H]1CN(C)Cc1ccc2c(c1)OCO2	0.3
C[C@@H]1CN([C@H](C)CO)C(=O)c2cccc(NC(=O)C3CCCCC3)c2O[C@@H]1CN(C)S(=O)(=O)c1ccccc1	-0.2
Cc1noc(C)c1NC(=O)Nc1ccc2c(c1)C(=O)N([C@@H](C)CO)C[C@H](C)[C@H](CN(C)Cc1ccc3c(c1)OCO3)OCCCC[C@@H](C)O2	1.1
C[C@@H](NC(=O)C[C@@H]1C=C[C@H](NC(=O)C2CCOCC2)[C@H](CO)O1)c1ccccc1	3.1
Cc1ccc(S(=O)(=O)N[C@H]2C=C[C@H](CC(=O)NCCCN(C)C)O[C@@H]2CO)cc1	-1.4
CCCNC(=O)N1C[C@H](O)COC[C@@H]2O[C@H](CC(=O)OC)CC[C@H]21	1.6
COCCNC(=O)C[C@H]1C[C@H]2c3cc(NC(=O)c4ccc5c(c4)OCO5)ccc3O[C@H]2[C@@H](CO)O1	-1.0
COCC#Cc1ccc([C@@H]2[C@H](C#N)N(C(=O)Cc3ccccc3)[C@H]2CO)cc1	-5.6
C[C@H](CO)N1C[C@H](C)[C@@H](CN(C)Cc2ccncc2)Oc2ccc(NC(=O)CCCCCC(=O)Nc3ccccc3N)cc2CC1=O	-2.6
COCC#Cc1ccc([C@H]2[C@@H](CO)N3CCCCN(C(=O)Nc4cc(F)ccc4F)C[C@H]23)cc1	-2.4
C[C@@H]1CCCCO[C@@H](CN(C)C(=O)Nc2ccc(F)cc2)[C@@H](C)CN([C@H](C)CO)C(=O)c2cc(NS(=O)(=O)c3cccs3)ccc2O1	-3.5
COc1ccccc1C#Cc1ccc([C@@H]2[C@@H](CO)N(C(=O)C3CCCCC3)[C@H]2C#N)cc1	-2.9
C[C@H]1CN([C@@H](C)CO)C(=O)c2cc(-c3ccc(F)cc3)cnc2O[C@H]1CN(C)S(C)(=O)=O	-0.1
C[C@H]1CN([C@@H](C)CO)C(=O)c2cc(C#CCN(C)C)cnc2O[C@@H]1CN(C)C(=O)c1cccnc1	-2.4
CN1C(=O)c2cc(NC(=O)C3CCCC3)ccc2OC[C@H]2O[C@H](CC(=O)Nc3ccccc3)CC[C@@H]21	8.8
CO[C@@H]1CN(C)C(=O)c2cc(NC(C)=O)ccc2OC[C@@H](C)N(Cc2ccccc2F)C[C@H]1C	-0.6
SMILES	BioA inh
COc1ccc(NC(=O)N(C)C[C@@H]2Oc3c(NC(=O)c4nc5ccccc5s4)cccc3C(=O)N([C@@H](C)CO)C[C@@H]2C)cc1	-0.9
COc1ccccc1CN(C)C[C@@H]1OCc2cn(nn2)CCCC(=O)N([C@@H](C)CO)C[C@@H]1C	-1.9
COc1ccc(NC(=O)N(C)C[C@H]2Oc3ccc(NS(=O)(=O)c4ccc(OC)cc4)cc3C(=O)N([C@H](C)CO)C[C@H]2C)cc1	4.2
C[C@H](CO)N1C[C@H](C)[C@H](CN(C)CC2CCOCC2)Oc2ncc(C#Cc3cccc(F)c3)cc2C1=O	6.7
C[C@H](CO)N1C[C@H](C)[C@@H](CN(C)CC2CC2)Oc2c(NC(=O)NC3CCCCC3)cccc2C1=O	4.7
COc1cccc(C#Cc2ccc3c(c2)O[C@H](CN(C)C(=O)c2ccccn2)[C@H](C)CN([C@H](C)CO)S3(=O)=O)c1	-2.9

A different layout for part of the listing above:
molecule | BioA inh
C[C@@H]1CCCCO[C@@H](CN(C)C(=O)Nc2ccc(F)cc2)[C@@H](C)CN([C@H](C)CO)C(=O)c2cc(NS(=O)(=O)c3cccs3)ccc2O1 | -3.5
COc1ccccc1C#Cc1ccc([C@@H]2[C@@H](CO)N(C(=O)C3CCCCC3)[C@H]2C#N)cc1 | -2.9
C[C@H]1CN([C@@H](C)CO)C(=O)c2cc(-c3ccc(F)cc3)cnc2O[C@H]1CN(C)S(C)(=O)=O | -0.1
C[C@H]1CN([C@@H](C)CO)C(=O)c2cc(C#CCN(C)C)cnc2O[C@@H]1CN(C)C(=O)c1cccnc1 | -2.4
CN1C(=O)c2cc(NC(=O)C3CCCC3)ccc2OC[C@H]2O[C@H](CC(=O)Nc3ccccc3)CC[C@@H]21 | 8.8
CO[C@@H]1CN(C)C(=O)c2cc(NC(C)=O)ccc2OC[C@@H](C)N(Cc2ccccc2F)C[C@H]1C | -0.6
COc1ccc(NC(=O)N(C)C[C@@H]2Oc3c(NC(=O)c4nc5ccccc5s4)cccc3C(=O)N([C@@H](C)CO)C[C@@H]2C)cc1 | -0.9
COc1ccccc1CN(C)C[C@@H]1OCc2cn(nn2)CCCC(=O)N([C@@H](C)CO)C[C@@H]1C | -1.9
COc1ccc(NC(=O)N(C)C[C@H]2Oc3ccc(NS(=O)(=O)c4ccc(OC)cc4)cc3C(=O)N([C@H](C)CO)C[C@H]2C)cc1 | 4.2
C[C@H](CO)N1C[C@H](C)[C@H](CN(C)CC2CCOCC2)Oc2ncc(C#Cc3cccc(F)c3)cc2C1=O | 6.7
C[C@H](CO)N1C[C@H](C)[C@@H](CN(C)CC2CC2)Oc2c(NC(=O)NC3CCCCC3)cccc2C1=O | 4.7
COc1cccc(C#Cc2ccc3c(c2)O[C@H](CN(C)C(=O)c2ccccn2)[C@H](C)CN([C@H](C)CO)S3(=O)=O)c1 | -2.9

Source: PubChem BioAssay (Broad Institute)
